Screening results: PubChem BioAssay, National Center for Advancing Translational Sciences (NCATS)
Pf Dd2 inh = qHTS Primary assay for Inhibitors of Plasmodium falciparum Dd2 growth in vitro | Potency, µM (series often up to 28.9 µM), without a hit: at the top dose activity, negative = inhibition, most hits filed as inhibitors | P. falciparum Dd2 growth, SYBR Green, 72 h | AID 1347417, 2020 | 120,000 tested, 4.3% active; active = well fitted inhibition curve with a large enough effect; inconclusive = small, poorly fitted or top-dose-only effect; inactive = no such curve, though single readings can be large or run the other way;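 also: plate controls were DMSO vehicle for no effect and reference drug for full effect; nearly all actives have a fitted effect of over 65% in size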
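Readout: SYBR Green fluorescence, 485 nm excitation, 535 nm emission, after ~16 h lysis at 37C. Before that, Dd2-infected red cells (2.5% hematocrit) grew 72 h with compound, 29 uM top final concentration.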
Active calls of the source: *; i = inactive; u = inconclusive; [ ] = dose if it differs, or a comment. Potency is read from the fitted curve at half-maximal effect. The list is partial (hit frequency here may not be typical).

Structure	Pf Dd2 inh
COc1cc(C(=O)N2CCN(c3cc(-c4ccc(Cl)cc4)[nH]n3)CC2)cc(OC)c1OC	-5.4%
COc1ccc(C(=O)N(CC2CC2)CC2CN(C(=O)Nc3ccccc3)CCO2)cc1OC (stereo unspecified)	u
COc1ccc(CNC(=O)c2cc3n(n2)CC(c2ccc(Cl)cc2)OC3)cc1 (stereo unspecified)	-12.5%
CC(CC(=O)Nc1ccc(Br)cc1F)S(=O)(=O)c1ccc2c(c1)NC(=O)CO2 (stereo unspecified)	-0.8%
Cc1ccccc1CC(=O)N1CC[C@@H]2CN(S(C)(=O)=O)[C@@H]2C1	42.8%[activator]
O=C(C1CC1)N1CCn2c(nn(-c3ccc(F)cc3)c2=O)C1	i
Cn1ccn2ncc(C(=O)N3CCC(N4CCCC(C(=O)N5CCCC5)C4)CC3)c12 (stereo unspecified)	3.8%
CCc1ccc(OCC(=O)N(Cc2ccc(Cl)cc2)C2CCS(=O)(=O)C2)cc1 (stereo unspecified)	-8.2%
COc1ccc(CN2CCOc3nc(-c4ccc(F)cc4F)ncc3C2=O)cc1	i
COc1ccc(CCNC(=O)CCCCn2c(=O)c3ccccc3n(Cc3ccc(F)cc3Cl)c2=O)cc1OC	-17.2%
CCc1ncn2ccn(Cc3ccccc3F)c(=O)c12	i
O=C(NCC1CCN(c2cc(-c3ccc(F)cc3)[nH]n2)CC1)c1ccc[nH]c1=O	13.8%
CC(C)CCNc1ccc2nncn2n1	-24.8%
Cc1ccc2c(c1)nc1n2[C@@H](CNC(=O)c2ccccn2)COC1	-11.7%[44.1 µM]
CCN(Cc1ccccc1)C(=O)c1sc2nc3n(c(=O)c2c1C)CCCC3	235.3%[activator][5.79 µM]
O=C(Cn1nc2c(cc1=O)CCCC2)NC1CCN(C(=O)c2cc3ccccc3[nH]2)CC1	-22.6%
O=C(O)c1cccnc1CN1CCCC(c2nc(-c3ccccc3)no2)C1 (stereo unspecified)	-4.8%
CCOc1ccccc1NC(=O)C(=O)c1cc(C)n(-c2ccc(F)cc2)c1C	2.4%
CCOC(=O)c1ccc(NC(=O)c2cc3c(n(-c4ccc(C)cc4)c2=O)CC(C)(C)CC3=O)cc1	-30.9%
O=C(NCCn1ccn2nc(-c3ccc(F)cc3)cc2c1=O)c1ccc(F)cc1	u
CCc1nc2c(=O)n(CC(=O)NCc3ccc(Cl)cc3)nc(C)c2s1	-13.1%
N#Cc1cccc(NC(=O)N[C@H]2CO[C@H]3[C@@H]2OC[C@@H]3Nc2nccc(-c3cccc(F)c3)n2)c1	u
O=c1c2c(CO)c(-c3ccccc3)nn2ccn1Cc1ccc(Br)cc1	i
O=C1CO[C@H]2CN(Cc3ncc[nH]3)C[C@H]2N1Cc1ccccn1	-1.7%[44.1 µM]
Cn1c(=O)c(=O)n(C)c2cc(N3CCCC3)c(NC(=O)c3ccccc3F)cc21	u
COc1ccc(N2CCN(C(CNC(=O)c3ccc(OC)c(OC)c3)c3cccnc3)CC2)cc1 (stereo unspecified)	-4.0%
Cn1c(SCC(N)=O)nc2c([nH]c3ccccc32)c1=O	18.5%
CC(=O)c1sc(N2C(=O)c3oc4ccccc4c(=O)c3C2c2ccc(C)cc2)nc1C (stereo unspecified)	i
CCCCNc1nc2c(c(=O)n(C)c(=O)n2C)n1CC(O)COc1ccccc1C (stereo unspecified)	u
CCn1cc(C(=O)N2CCN(c3ccccc3)CC2)c(=O)c2cc(S(=O)(=O)N3CCCC3)ccc21	i
CCOc1ccccc1NC(=O)CC1CCCN(c2cn[nH]c(=O)c2)C1 (stereo unspecified)	-7.2%
c1ccc2c(c1)CCCN2CCCNc1ncncn1	-15.4%
CC(=O)Nc1cccc(-c2cn(C)c(=O)n3cc(CN4CCNC(=O)C4)nc23)c1	15.1%[44.1 µM]
CCc1noc(-c2ccn3c(CNC(=O)c4cc(Cl)ccc4OC)nnc3c2)n1	-4.2%
O=C(CCc1nc2ccccc2[nH]1)N1C[C@@H](CO)[C@H](c2ccccn2)C1	u
O=C(Cc1ccc(F)cc1)N1CCC(N2CC3CCCN3C2=O)CC1 (stereo unspecified)	16.5%
CN(C)c1cccc(-c2cc3c(cn2)CN(Cc2ccncc2)CCN3)c1	u
O=C(c1ccccc1)N1CCCn2cc(-c3ccc4c(c3)OCO4)nc21	-1.8%
Cc1ccc2oc3c(c(=O)c2c1)C(c1ccc(O)cc1)N(c1nc(C)c(C)s1)C3=O (stereo unspecified)	-3.9%
O=C(NCCc1ccccc1)C(=O)NCC(c1cccnc1)N1CCN(c2ccccc2F)CC1 (stereo unspecified)	u
Cc1nc(N2CCC(NC(=O)COc3ccccc3)CC2)cc(C(F)(F)F)n1	16.7%
COc1cc(C(=O)NCC(c2ccc(N(C)C)cc2)N2CCCC2)cc(OC)c1OC (stereo unspecified)	u
CCc1ccc(C(=O)Nc2ccc3c(N4CCOCC4)ncnc3c2)cc1	i
O=C(Nc1ccc(F)cc1)c1nc(SCc2ccccc2F)ncc1Cl	-6.2%
Cc1ccc(NC(=O)N(Cc2ccc3c(c2)OCO3)C2CCN(Cc3ccccc3)CC2)cc1F	u
COc1ccc2c(=O)n(CC(=O)N(C)CCc3cnn(C)c3)ccc2c1OC	i
COCCNC(=O)C[C@@H]1C[C@H]2O[C@H](CNC3CCCCC3)[C@@H](O)[C@H]2O1	1.4%[44.1 µM]
COc1ccc(CNC(=O)CSc2nnc(C)c3c(C)n(-c4ccccc4)nc23)c(OC)c1	-23.2%
COc1ccc(C)cc1NC(=O)Cn1c(N2CCc3ccccc3C2)nc(C)cc1=O	-29.3%
COc1cccc(CC(=O)N2CCCCCCNC(=O)CC2)c1	-14.6%
CCOC(=O)c1cnc2nc(NCc3cccc(Br)c3)[nH]n2c1=O	27.3%
Cc1cnc(C(=O)NC2C[C@H]3CC[C@@H](C2)N3C(=O)C2(c3ccccc3)CC2)cn1 (stereo partly specified)	0.2%
CC(C)CCN1CCc2c(n(CCOc3ccccc3)n(-c3ccccc3)c2=O)C1	u
O=C(NCc1ccco1)NC1CC(=O)N(CCCc2ccccc2)C1 (stereo unspecified)	-4.6%
C[C@@]12CO[C@@H](CNC(=O)C3CCCC3)O[C@@H]1CC[C@]1(C)[C@@H]2CC[C@@H](O)[C@H]1CC(=O)NCc1ccc(F)cc1	u
Cc1coc2c(C)c3oc(=O)c(CCC(=O)NCCc4ccccc4F)c(C)c3cc12	i
COc1ccc(N2CCN(C(=O)CN3C(=O)NC4(CCCCC4)C3=O)CC2)cc1	u
Cc1ccc(CS(=O)(=O)N[C@@H]2CN(c3ncccn3)C[C@H]2CN(C)C)cc1	u
Cc1ccc(C2Cn3nnc(C(=O)N4CCC(C(=O)Nc5cccc(Cl)c5)CC4)c3CO2)cc1 (stereo unspecified)	i
COC[C@@H]1CN(Cc2ccc(C)cn2)C[C@H]1C(=O)N(C)C	-21.9%

5 entries from above, sorted by SMILES length, descending:
Structure	Pf Dd2 inh
C[C@@]12CO[C@@H](CNC(=O)C3CCCC3)O[C@@H]1CC[C@]1(C)[C@@H]2CC[C@@H](O)[C@H]1CC(=O)NCc1ccc(F)cc1	u
Cc1ccc(NC(=O)N(Cc2ccc3c(c2)OCO3)C2CCN(Cc3ccccc3)CC2)cc1F	u
COc1ccc(CNC(=O)CSc2nnc(C)c3c(C)n(-c4ccccc4)nc23)c(OC)c1	-23.2%
COc1ccc2c(=O)n(CC(=O)N(C)CCc3cnn(C)c3)ccc2c1OC	i
O=C(Nc1ccc(F)cc1)c1nc(SCc2ccccc2F)ncc1Cl	-6.2%

Other compounds.
Molecule	Pf Dd2 inh
COc1cc(C(=O)N2CCN(CCc3ccncc3)CC2)cc(OC)c1OC	14.1%
CCN(C(=O)CSc1nc2ccccc2nc1Cc1cccc(OC)c1)c1cccc(C)c1	u
Cc1cccc(N2CCN(C(=O)Cn3ncc4c3-c3ccccc3OC4)CC2)c1C	u
C#CCNC(=O)[C@@H]1Cc2c[nH]c3cccc(c23)[C@H](CC(C)C)N1	i
CC(C)c1cc(C(=O)N2CCC3(CC2)Nc2ccccc2NC3=O)n[nH]1	2.7%
Cc1ccc(SC2CCN(Cc3nc(CCc4ccccc4)no3)CC2)cc1	-15.7%
COc1ccccc1-n1c(/C=C/c2ccccc2)nc2ccccc2c1=O	i
O=C(O)COCC(=O)N1C[C@@H]2C[C@H](C1)c1ccc(-c3cccc(C(F)(F)F)c3)c(=O)n1C2	5.6%
CC(C(=O)NCc1ccccc1F)C1CCOCC1 (stereo unspecified)	56.8%[activator]
Cc1noc(C)c1-c1cc2cc(CO)oc2c(NCc2cccc(F)c2)n1	i
Cc1ccc(NC(=O)C2CCCN(C(=O)c3cnn(-c4ccccc4)c3-n3cccc3)C2)cc1 (stereo unspecified)	-18.2%
COCCn1ncc(N2CCCC(CC(=O)NCCc3ccccn3)C2)cc1=O (stereo unspecified)	27.3%
COc1cc(C)c(CN2CCC3(CC2)[C@H](O)C[C@@H]3OCCN)cc1C	3.9%
O=C(NCCc1ccccc1)C1Cn2cccc2C(=O)N1Cc1cccnc1 (stereo unspecified)	u
CCc1ccc2occ(CC(=O)N[C@H]3[C@@H](COC)[C@H]4OCC[C@@H]34)c2c1	-12.0%
CCc1nc(-c2c3n(c(=O)n(CC(=O)Nc4cc(C)ccc4C)c2=O)CCCC3)no1	-8.8%
COc1ccc(CNC(=O)C2=C(C)C(=O)OC23CCCCC3)cc1OC	6.9%
CNC(=O)[C@@H]1CN(C(=O)c2cccc(OC)c2C)C[C@H]1COC	6.8%
Cc1ccc(CN2CCNC(=O)C2CC(=O)O)cc1 (stereo unspecified)	1.9%
CCc1ccc(NC(=O)C2CCN(C(=O)c3nnn4cc(C)[nH]c(=O)c34)CC2)cc1	u
CN(Cc1cccnc1)C1CN(C(=O)C2CCCCC2)C1	-0.1%
CCCNC(=O)N1CC[C@@H](CC(=O)O)[C@@H](CC2=NCCc3cc(OC)ccc32)C1	-5.4%[44.1 µM]
CCS(=O)(=O)Nc1ccc(C2(C(=O)NCc3ccc(C)cc3)CCC2)cc1	-8.3%
Cc1cccc2ncc(C(=O)N3CCC4(CCNC(=O)CC4)CC3)c(=O)n12	3.3%
O=C(Nc1ccc(N2CCN(c3ccc(F)cc3)CC2)c(C(=O)O)c1)c1ccccc1F	i
CCNC(=O)NC1(CCOC)CCN(C(=O)Cc2cccc(OC)c2)CC1	i
O=C1CC(c2ccccc2)N(C(=O)C2CC2)CCCN(S(=O)(=O)c2ccccc2)CCN1 (stereo unspecified)	-6.2%
COc1ccc(CNC(=O)CC(c2ccc(OC)c(OC)c2)N2Cc3ccccc3C2=O)cc1 (stereo unspecified)	-8.5%
COc1ccccc1CCC(=O)N1CC(C(=O)N(C)C)C2(CCOCC2)C1 (stereo unspecified)	-6.9%
O=C1NC(=NC2CCCCC2)C2(CCN(Cc3ccc(F)cc3)C2)N1c1cccnc1 (stereo unspecified)	u
O=C(Nc1cnc(-c2ccccc2)nc1)C1CCCCC1	u
Cc1nc(C2CCCCN2C(=O)NC2CCCCC2)n[nH]1 (stereo unspecified)	7.2%
Cc1cc(C)cc(NC(=O)CSc2nc3c(c(=O)[nH]2)CN(Cc2ccc(F)cc2)CC3)c1	65.5%[activator]
CCOC(=O)c1cnc2ccc(OCC)cc2c1Nc1cc(Cl)c(OC)cc1OC	49.4%[activator]
CCCN1CCN(CC2=C(C(=O)OCC)C(c3cccc(OC)c3OC)NC(=O)N2)CC1 (stereo unspecified)	u
O=C(Cc1ccc(Cl)cc1)N1CCc2n[nH]c(=O)n2CC1	20.5%

A different layout for some results above.
> Cc1nc(C2CCCCN2C(=O)NC2CCCCC2)n[nH]1 (stereo unspecified)
  Pf Dd2 inh: 7.2%

> CCNC(=O)NC1(CCOC)CCN(C(=O)Cc2cccc(OC)c2)CC1
  Pf Dd2 inh: i

> CCOC(=O)c1cnc2ccc(OCC)cc2c1Nc1cc(Cl)c(OC)cc1OC
  Pf Dd2 inh: 49.4%[activator]

(further entries)
Molecule	Pf Dd2 inh
CCc1ccc(S(=O)(=O)c2nnn3c2nc(Nc2ccc(NC(C)=O)cc2)c2sccc23)cc1	-18.9%
COc1ncccc1-c1cnc2[nH]cc(CC(=O)Nc3ccn(C)n3)c2c1	u
CCc1ccc(-n2nc(C)c3c(C(=O)NCCc4ccc(OC)c(OC)c4)cc(C)nc32)cc1	u
Cc1nc(N2CCCC2)ncc1C(=O)N1CCN(c2ccc(Cl)cc2)CC1	-7.4%
COCCC(=O)NC[C@@H]1C=C(C)[C@H](CC(=O)N(C)Cc2ccccc2)C[C@H]1C(C)C	-60.8%[44.1 µM]
COc1ccc(NS(=O)(=O)c2ccc3nc(-c4ccccc4)[nH]c3c2)cc1	28.8%
Cc1nn(C)c(C)c1CCC(=O)NC1CCc2n[nH]c(=O)n2CC1 (stereo unspecified)	i
CCn1c(Oc2ccc(F)cc2F)nc2c1c(=O)n(C)c(=O)n2C	20.7%
COC(=O)[C@H](Cc1ccc(OC)cc1)NC(=O)[C@H]1CN(C(=O)Nc2ccccc2)CCN1S(C)(=O)=O	u
CCCN(CC1CCOC1)C(=O)Nc1ccccc1Br (stereo unspecified)	i[5.79 µM]
COc1ccc(Cl)cc1NC(=O)c1c(NCc2sccc2C)sc2c1CCCC2	12.6µM*
COC(=O)[C@@H]1Cc2ncn(Cc3ccccc3)c2CN1C(=O)C1CCCCC1	u
CCC1CN(C(=O)NCc2ccccc2)c2cc(Cl)ccc2O1 (stereo unspecified)	7.1%
CCOc1ccc(CC(=O)Nc2ccc(-c3nnc4n3CCCC4)cc2)cc1	u
